# Screening data (PubChem)
# S3 lipid droplet: qHTS Assay for Lipid Storage Modulators in Drosophila S3 Cells. actives 0.64% (n = 320,000). Drosophila S3 cells, BODIPY lipid droplet fluorescence, 18-24 h; cells fed with added oleic acid. AID 2685. lipid storage change, negative = inhibition, % at the top dose, mostly 46.1 µM; hits show Potency in µM; active = well fitted inhibition curve with a large enough effect in the signal ratio, with a control signal flat, not every such curve was filed as active; inconclusive = small, poorly fitted or top-dose-only effect, or effect the other way, or a change in a side signal; the % refers to the signal ratio
#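 Drosophila S3 cells got compounds at several concentrations plus oleic acid (400 uM solution). Laser-scanning cytometry with 488 nm excitation read lipid droplets at 500-530 nm and cells at 575-640 nm. Percent activity was relative to 20 uM Triacsin C.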
# S3 lipid droplet cell count max: further read-out of S3 lipid droplet, marked with its call; cell number change, %; measured here: cell count max response;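 cells counted by Cell Tracker Red CMTPX staining in the red channel; peak over a dose series mostly up to 46.1 µM; percent activity relative to internal control wells on each plate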
# * marks the source's active call; other numbers are inactive results; i = inactive; ? = inconclusive; nt = no result given; [ ] = dose if it differs, or a comment. % is set by controls: 0 for no effect and ±100 for the full control effect; potency is the fitted concentration of half-maximal effect.
S3 lipid droplet	S3 lipid droplet cell count max	SMILES
?	nt	Cc1ccccc1CN1CCN(CC(=O)NCc2ccc3c(c2)OCO3)C1=O
i	-15	Cn1ncc(Cl)c1C(=O)NC1CCCC1
i	nt	CCc1nnc(NC(=O)CSc2nc3ccccc3o2)s1
-7%	-10	CC(C)(CC(=O)O)CC(=O)N1CCN(c2nc3cc(Cl)ccc3s2)CC1
9%	2	COc1c(-c2ccc(O)cc2)oc2cc(O)cc(O)c2c1=O
3%	4	Cc1noc(C)c1COc1ccc(C(=O)O)cc1
-4%	2	COC(=O)[C@@H]1C[C@H]1[C@@H](NS(=O)(=O)c1ccccc1)c1ccccc1
10%	0	COc1ccc(/C(C#N)=C/c2ccccn2)cc1
?	nt	CCn1c(=O)c(=O)[nH]c2cc(C(=O)Nc3ccc(S(=O)(=O)N4CCCC4)cc3)ccc21
?	nt	CCOC(=O)c1cc(-c2ccc(C)cc2)n(CC(=O)NCc2ccco2)c1C
?	nt	O=C(CSc1nc(Nc2ccccc2)nc(N2CCOCC2)n1)Nc1cccc([N+](=O)[O-])c1
-3%	17	CC(C)(C)c1ccc2c(c1)N(CC(=O)N1CCOCC1)C(=O)CO2
?	nt	CCCCCn1c(SCCOCC)nc2c1c(=O)[nH]c(=O)n2C
17%[9.22 µM]	4	CS(=O)(=O)N1CC2CCCN2c2cc(C(F)(F)F)ccc21 (centres undefined)
0%	-1	CC(C)C1NC(=S)N(Cc2ccccc2)C1=O (centres undefined)
?	nt	COc1cccc(-c2cc(C(=O)Nc3c(C)nn(Cc4ccccc4)c3C)no2)c1
-8%	nt	O=C(Nc1nnc(SCc2ccc(F)cc2)s1)C1Cc2ccccc2CN1C(=O)c1ccco1 (centres undefined)
27%	30	CCN(CC)S(=O)(=O)c1ccc2oc(C(=O)N3CCc4ccccc4C3)c(C)c2c1
?	nt	O=C(CN(C(=O)c1ccccc1Cl)C1CCCCC1)Nc1ccc(Cl)c([N+](=O)[O-])c1
i	-11	CCn1c(Cc2ccc(OC)cc2)nnc1SCC(=O)Nc1nc2ccccc2s1
i	nt	CCCOC(=O)Nc1nc(-c2ccc(C)cc2)c(C)s1
1%	-5	COc1ccc(NC(=O)c2ccc(Cn3cc(Cl)cn3)cc2)cc1
8%	-13	O=C(Nc1ncc(S(=O)(=O)c2ccc([N+](=O)[O-])cc2)s1)c1ccccc1F
9%	4	CCCN(CCC)C(=O)c1ccc2c(c1)N(CC)C(=O)c1ccccc1S2(=O)=O
9%	14	CN1CCN(C(=O)/C=C/c2ccccc2)CC1

# 4 of the compounds above, with each value named:
CCn1c(=O)c(=O)[nH]c2cc(C(=O)Nc3ccc(S(=O)(=O)N4CCCC4)cc3)ccc21
  S3 lipid droplet: ?	S3 lipid droplet cell count max: nt
CCOC(=O)c1cc(-c2ccc(C)cc2)n(CC(=O)NCc2ccco2)c1C
  S3 lipid droplet: ?	S3 lipid droplet cell count max: nt
O=C(CSc1nc(Nc2ccccc2)nc(N2CCOCC2)n1)Nc1cccc([N+](=O)[O-])c1
  S3 lipid droplet: ?	S3 lipid droplet cell count max: nt
CC(C)(C)c1ccc2c(c1)N(CC(=O)N1CCOCC1)C(=O)CO2
  S3 lipid droplet: -3%	S3 lipid droplet cell count max: 17

# (next part)
S3 lipid droplet	S3 lipid droplet cell count max	SMILES
?	nt	COc1ccc(CCNC(=O)CN2CCCc3ccccc32)cc1OC
0%	8	O=C(NCCCn1ccnc1)c1cccc(Cl)c1
?	nt	CC1CN(C(=O)Cc2ccc(-c3ccccc3)cc2)CC(C)O1 (centres undefined)
-24%	-17	Cc1ccccc1Cn1nc(C)c(NC(=O)c2noc3c2CC(C(C)(C)C)CC3)c1C (centres undefined)
?	nt	CCN(CC(=O)Nc1ccc(NC(C)=O)cc1)C(=O)c1cccc(S(=O)(=O)N2c3ccccc3CC2C)c1 (centres undefined)
25%	13	O=C(Nc1ccccc1C(=O)O)c1cccc(NC(=O)c2ccco2)c1
?	nt	COc1ccc(Cc2c(O)nc(SCC(=O)c3ccc(OC)cc3)[nH]c2=O)cc1
?	nt	O=C(Nc1ccc([N+](=O)[O-])cc1)Nc1ccon1
i	3	CCN(c1ccccc1)S(=O)(=O)c1cc2c3c(c1)C(C)C(=O)N3CCC2 (centres undefined)
i	nt	O=C(CSc1ccc([N+](=O)[O-])cc1)Nc1cccc(S(=O)(=O)Nc2ccccc2F)c1
6%	2	Cc1ccc(C(O)C(=O)c2ccco2)cc1 (centres undefined)
?	nt	Cc1ccc(N2CCN(/N=C/c3c(C)nn(-c4ccccc4)c3Cl)CC2)cc1
?	nt	O=C(Cc1ccc2c(c1)OCCO2)Nc1cc(C(F)(F)F)ccc1N1CCOCC1
16%	11	COc1ccc(NCc2nnc(SCC(=O)Nc3cccc(C)c3)o2)cc1
?	nt	Cc1[nH]nc2oc(=O)c(CCO)c(C)c12
i	-3	C=CCNC(=S)Nc1ccccc1-c1nnc2n1CCCCC2
?	nt	Cc1ccc(NC(=O)Cn2c(CCC(=O)O)ccc2-c2cccs2)cc1
?	nt	CCOC(=O)NC1(C(F)(F)F)N=C(c2ccccc2)NC1=O (centres undefined)
?	nt	COC(=O)NC(NC(=S)Nc1cccc(C)c1)C(Cl)(Cl)Cl (centres undefined)
5%	2	NC(=O)c1sc2cc(C(F)(F)F)cnc2c1-c1ccccc1
15%	15	COc1ccc(OC)c(-n2c(=S)[nH]c3cc(C(=O)N4CCN(c5ccccc5)CC4)ccc3c2=O)c1
?	nt	CCOc1ccc(N(CC(=O)NCc2ccc(C)cc2)S(=O)(=O)c2c(C)[nH]c(=O)[nH]c2=O)cc1
i	nt	Cc1cc(=O)n2nc(-c3ccccc3)sc2n1
?	nt	Cc1cc(=O)[nH]c(N/N=C/c2ccccc2C(F)(F)F)n1
?	nt	O=C(NC1CCCC1)C1c2ccccc2C(=O)N1CCCN1CCOCC1 (centres undefined)
?	nt	CCOC(=O)c1cc2c(=O)n3ccccc3nc2n(Cc2ccco2)c1=NC(=O)c1cccc(OC)c1
?	nt	Cc1nc(-c2ccc(S(=O)(=O)Nc3cccc(Cl)c3)cc2)co1
?	nt	CCOc1ccc(N(Cc2ccc(C(=O)O)cc2)S(=O)(=O)c2ccc(C)cc2)cc1
6%	2	Cc1c2c(nc3c(C(=O)NC4CC4)cnn13)CCCC2
4%	7	CC(C)CCOCC(O)CCC(=O)NNC(=S)Nc1ccccc1 (centres undefined)
-7%	2	Cc1cc(OCCN2CCCC2)ccc1C(C)C
?	nt	CCC(C)NC(=O)CC(c1ccccc1)c1cc(C)ccc1O (centres undefined)
i	19	CCc1ccc(N2CC(C(=O)Nc3ccc(C)c(S(=O)(=O)N4CCOCC4)c3)CC2=O)cc1 (centres undefined)
?	nt	CCCNCC1C(Oc2ccc(Cl)cc2Cl)C(=O)N1c1cccc(C)c1C (centres undefined)
?	nt	Cc1c(Cl)cccc1NC(=O)CCN1C(=O)NC(C)(C)C1=O
-10%	-3	CCOC(=O)N1CCN(C(=O)/C(=C/c2cccs2)NC(=O)c2cccs2)CC1
?	nt	O=C1C2C3C=CC(C3)C2C(=O)N1c1cccnc1 (centres undefined)
?	nt	Cc1ccc(C(=O)OC(C(=O)O)C(OC(=O)c2ccc(C)cc2)C(=O)O)cc1 (centres undefined)
?	nt	O=C(Cc1ccccc1)NC(=S)Nc1cccc(C(F)(F)F)c1
-3%	1	COc1cc(C=C2C(=O)c3ccccc3C2=O)cc(OC)c1OC
-7%	9	COc1cnc(SCC(=O)O)[nH]c1=O
i	7	O=C1C=C(c2cc3ccccc3o2)C[C@@H](c2ccc(F)cc2)C1
?	nt	O=C(CCc1ccccc1)c1ccc2c(c1)OCCCO2
?	nt	CCOc1ccc(C(=O)NC(=S)Nc2cccc(NC(=O)c3ccco3)c2)cc1[N+](=O)[O-]
?	nt	CCCCc1cc(=O)oc2cc(OCC(=O)N(CC)CC)c(Cl)cc12
12%	14	Cc1ccc(C(C)C)cc1OCCOCCN1CCCC1
?	nt	O=C(NCCO)c1ccc2[nH]c3ccccc3c2c1
i	6	Cc1ccc(C(=O)N(C)CC(=O)Nc2cccc(C)c2C)o1
?	nt	Cc1nc2ccc3nc(NC(=O)C4COc5ccccc5O4)sc3c2s1 (centres undefined)
?	nt	CCCNC(=S)N1CCC(C(=O)c2ccc(Cl)cc2)CC1

# Single records, from the list above. Screens in order: S3 lipid droplet	S3 lipid droplet cell count max
# `CCOc1ccc(C(=O)NC(=S)Nc2cccc(NC(=O)c3ccco3)c2)cc1[N+](=O)[O-]` is entered as ?	nt
# `Cc1nc(-c2ccc(S(=O)(=O)Nc3cccc(Cl)c3)cc2)co1` is entered as ?	nt
# `O=C(NCCO)c1ccc2[nH]c3ccccc3c2c1` is entered as ?	nt
# `CCCCc1cc(=O)oc2cc(OCC(=O)N(CC)CC)c(Cl)cc12` is entered as ?	nt

# (further entries)
S3 lipid droplet	S3 lipid droplet cell count max	SMILES
4%	5	S=C(NCc1ccco1)Nc1ccc(Br)cn1
i	nt	CCOc1ccccc1NC(=O)c1nnn(CC(=O)Nc2cc(C)cc(C)c2)c1N
-1%	-14	N#Cc1c(Cl)nc(-c2cccnc2)nc1-c1ccccc1
?	nt	Cc1cc(C)cc(-n2c(C)cc(/C=N/NC(=O)c3cccc([N+](=O)[O-])c3C)c2C)c1
?	nt	COc1cccc(/C=N/NC(=O)C(C)n2nc(C)c([N+](=O)[O-])c2C)c1O (centres undefined)
?	nt	COc1ccccc1NCC(=O)N/N=C(\C)c1ccc(Br)s1
?	nt	COc1ccc(NC2CCCN(C(=O)c3csc(C(C)C)n3)C2)cc1 (centres undefined)
?	nt	O=C(CCNS(=O)(=O)c1ccccc1)NCCCc1ccccc1
5%	4	COC(=O)CN1C(=O)N/C(=C/c2ccc(C)o2)C1=O
?	nt	COc1ccccc1OCC(=O)Nc1ccncc1
-27%	nt	CCOc1cccc(/C=N/N2C(=O)CSC2=S)c1O
-3%	-1	CN(C)CCCn1c(SCc2c(Cl)cccc2Cl)nnc1-c1ccncc1
-6%	7	NC(=O)C1CCN(S(=O)(=O)Cc2ccccc2Cl)CC1
11%	17	CCn1c(SCC(=O)c2ccc(Cl)cc2)nnc1C(C)C
?	nt	Cc1ccc(N(C(=O)Cn2nnc(-c3cccs3)n2)C(C(=O)NC2CCCC2)c2ccncc2)cc1 (centres undefined)
?	nt	Cc1cnc(NC(=O)CCCNC(=O)c2ccc(Cl)cc2)s1
8%	-5	CCn1c(=O)c2c(n3cnnc13)-c1ccccc1CC21CCCCC1
?	nt	Cc1nc2c(ccc3c2ccc2nc(C)sc23)s1
i	15	CCOc1ccc(-c2c(C(=O)N/N=C/C3CC=CCC3)nnn2-c2nonc2N)cc1 (centres undefined)
?	nt	Nc1c(C(=O)NCc2ccco2)sc2nc3c(cc12)C(=O)CCC3
?	nt	O=C(Nc1ccc2c(c1)OCO2)c1ccc[n+]([O-])c1
?	nt	Cc1ccc(N(C(=O)C2CCCO2)C2C=CS(=O)(=O)C2)cc1Cl (centres undefined)
?	nt	CCn1c(SCC(=O)Nc2ccc3c(c2)c2ccccc2n3CC)nnc1-c1cnccn1
21µM*	-30*	CCCCn1c(CN2CCN(c3ccccc3)CC2)nc2c1c(=O)n(C)c(=O)n2C
-2%	2	Cc1ccc(S(=O)(=O)Nc2ccnc(-c3cccnc3)n2)cc1
?	nt	CCOC(=O)c1c(NC(=O)Nc2cccc(Cl)c2)sc(C)c1C
i	12	CCOc1ccc(C(=O)NCc2ccco2)cc1OCC
?	nt	CC(NC(=O)c1cccc(S(=O)(=O)N2CCN(Cc3ccccc3)CC2)c1)c1ccc(Cl)cc1 (centres undefined)
11%	6	CCCc1ccc(S(=O)(=O)N/N=C\c2ccc3c(c2)OCO3)cc1
-17%	-8	CCOC(=O)c1c(C)[nH]c(C2=NNC(=Nc3ccccc3OC)SC2)c1C
?	nt	O=C(O)CC1NCCc2ccccc21 (centres undefined)
14%	5	CC(=O)NC(CC(=O)OCC(=O)c1ccc(NC(=O)CC(C)C)cc1)c1ccccc1 (centres undefined)
2%	11	O=C(CCn1c(=O)sc2ccccc21)NCc1cccs1
?	nt	CCC(Oc1ccccc1)C(=O)N1CCN(S(=O)(=O)c2ccccc2)CC1 (centres undefined)
8%	-14	COC(=O)c1sc(-c2ccc(C(C)(C)C)cc2)cc1NC(=O)COCC(=O)O
?	nt	O=C(Nc1ccccc1)Nc1cccc(NC(=O)Nc2ccccc2)c1F
15%	nt	COC(=O)C1=C(Nc2ccccc2NC(=O)CCCC(=O)O)CSC1
12%	nt	CCc1c(C)nc(SC)n(CC#N)c1=O
4%	3	CCCCNC(=O)C1CCC(CNS(=O)(=O)c2ccc(NC(C)=O)cc2)CC1 (centres undefined)
10%	3	CCOc1ccccc1NC(=O)N1CCC(c2nc3ccc(C)cc3[nH]2)CC1
?	nt	COc1ccc(C2C(C#N)=C(N)Oc3cc(O)ccc32)cc1C (centres undefined)
-5%	5	CCC(=Nc1ccccc1O)C1=C(O)CC(c2ccccc2)CC1=O (centres undefined)
?	nt	O=C(OCC(=O)N1CCCC1)c1ccc(Cl)nc1
?	nt	COC(=O)c1cc(NC(=O)c2cccc(C(F)(F)F)c2)c(=O)oc1C/C=N/OCc1cccc(Cl)c1Cl
17%	-8	COc1ccc(/C=C/c2ccncc2)cc1

# Fetched by structure from the entries so far:
S3 lipid droplet	S3 lipid droplet cell count max	SMILES
?	nt	CCOC(=O)c1c(NC(=O)Nc2cccc(Cl)c2)sc(C)c1C
?	nt	O=C(O)CC1NCCc2ccccc21 (centres undefined)
10%	3	CCOc1ccccc1NC(=O)N1CCC(c2nc3ccc(C)cc3[nH]2)CC1
2%	11	O=C(CCn1c(=O)sc2ccccc21)NCc1cccs1

# Some of the compounds tested; count on the stated rates, not on these rows.
